MBNL1-CUG inh – MBNL1-poly(CUG) RNA binding inhibition; AID 2675; Q9NR56; Potency, µM (series often up to 57.5 µM), inactives show at the highest dose activity change, negative = inhibition, actives largely listed as inhibitors; 280,000 compounds, 0.036% hits; TR-FRET MBNL1-His/biotin-(CUG)12 binding, 665/545 ratio; active = well fitted inhibition curve with a large enough effect in the signal ratio, with a control signal flat, not every such curve was filed as active; inconclusive = small, poorly fitted or top-dose-only effect, or effect the other way, or a change in a side signal; inactive = no such curve, though single readings can be large or run the other way; the % refers to the signal ratio; note: potency is the fitted concentration of half-maximal effect; % is set by controls: 0 for no effect and ±100 for the full control effect
Target sequence (Q9NR56 whole entry, looked up): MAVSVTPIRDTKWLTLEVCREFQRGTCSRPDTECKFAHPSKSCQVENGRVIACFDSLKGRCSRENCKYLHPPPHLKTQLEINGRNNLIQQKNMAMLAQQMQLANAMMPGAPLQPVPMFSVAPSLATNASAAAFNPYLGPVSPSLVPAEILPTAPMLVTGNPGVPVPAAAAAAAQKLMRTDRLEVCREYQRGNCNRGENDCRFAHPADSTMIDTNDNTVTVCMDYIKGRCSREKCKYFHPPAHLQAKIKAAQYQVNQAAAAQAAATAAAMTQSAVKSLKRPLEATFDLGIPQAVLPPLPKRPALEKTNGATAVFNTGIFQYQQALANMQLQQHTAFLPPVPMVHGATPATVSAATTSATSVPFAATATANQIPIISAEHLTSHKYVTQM
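TR-FRET readout: Ex 340 nm, 665/545 nm emission ratio, normalized to buffer-only (basal) and MBNL1-(CUG)12 controls. Complex of MBNL1-His with Biotin-(CUG)12, compounds 92 nM–58 uM, incubated 60 min at room temperature.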
CXXC DNA block – blocks binding of human MLL CXXC domain to DNA; Q03164; MLL-CXXC / FITC-HOXA9 DNA fluorescence polarization; Potency, µM (titrated, usually from 115 µM), for inactives: at the highest dose activity change, negative = inhibition, most hits filed as inhibitors; 290,000 compounds, 0.037% hits; active = well fitted inhibition curve with a large enough effect in the polarisation, with a control signal flat, not every such curve was filed as active; inconclusive = small, poorly fitted or top-dose-only effect, or effect the other way, or a change in a side signal; inactive = no such curve, though single readings can be large or run the other way; the % refers to the polarisation; note: potency is the fitted concentration of half-maximal effect
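Fluorescence polarization: 7 uM MLL-CXXC (stock) preincubated 5 min with compounds, then 50 nM fluorescein-HOX-A9 DNA (stock) added; 30 min ambient. Buffer 50 mM Tris-HCl pH 7.5, 50 mM NaCl, 1 mM DTT, 0.05% BSA.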
TCR act – activators of T cell receptors | 330,000 tested, under 10 active | primary human leukocytes, anti-CD3, IL-2 HTRF, 48 h | Potency, µM (titrated, usually from 9.22 µM), for inactives: at the highest dose activation of IL-2 secretion, actives largely listed as activators; note: % of control where 0% means no effect
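Human primary leukocytes + a-CD3 beads + cpd, 48 hr; IL-2 in supernatant by HTRF (ex 320nm / em 665nm). No co-stimulatory signal supplied.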
S-ASM inh – human S-ASM enzyme inhibition; P17405; 340,000 compounds, 0.006% hits; placental ASM, HMU-PC fluorogenic substrate, 60 min; Potency, µM (titrated, usually from 57.5 µM), without a hit: at the highest dose activity change, negative = inhibition, most hits filed as inhibitors; note: potency is the fitted concentration of half-maximal effect
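qHTS format. ASM enzyme prepared from human placenta hydrolyses the fluorogenic substrate HMU-PC0 (9 uM final) over 60 min at 37 °C after a 10 min compound preincubation.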
Menin MLL FP TR – displaces Texas Red mutant MLL peptide from human menin; Menin + Texas Red MLL mutant peptide, fluorescence polarization; O00255; Potency, µM (series often up to 61.6 µM), for inactives: top-dose FP activity change, negative = inhibition, actives largely listed as inhibitors; AID 1768; 270,000 compounds, 0.23% hits; active = well fitted inhibition curve with a large enough effect in the polarisation, with a control signal flat, not every such curve was filed as active; inconclusive = small, poorly fitted or top-dose-only effect, or effect the other way, or a change in a side signal; inactive = no such curve, though single readings can be large or run the other way; the % refers to the polarisation; note: potency is the fitted concentration of half-maximal effect; % of control where 0% means no effect; many of its hits are not listed in these tables
Target sequence (O00255 whole entry, looked up): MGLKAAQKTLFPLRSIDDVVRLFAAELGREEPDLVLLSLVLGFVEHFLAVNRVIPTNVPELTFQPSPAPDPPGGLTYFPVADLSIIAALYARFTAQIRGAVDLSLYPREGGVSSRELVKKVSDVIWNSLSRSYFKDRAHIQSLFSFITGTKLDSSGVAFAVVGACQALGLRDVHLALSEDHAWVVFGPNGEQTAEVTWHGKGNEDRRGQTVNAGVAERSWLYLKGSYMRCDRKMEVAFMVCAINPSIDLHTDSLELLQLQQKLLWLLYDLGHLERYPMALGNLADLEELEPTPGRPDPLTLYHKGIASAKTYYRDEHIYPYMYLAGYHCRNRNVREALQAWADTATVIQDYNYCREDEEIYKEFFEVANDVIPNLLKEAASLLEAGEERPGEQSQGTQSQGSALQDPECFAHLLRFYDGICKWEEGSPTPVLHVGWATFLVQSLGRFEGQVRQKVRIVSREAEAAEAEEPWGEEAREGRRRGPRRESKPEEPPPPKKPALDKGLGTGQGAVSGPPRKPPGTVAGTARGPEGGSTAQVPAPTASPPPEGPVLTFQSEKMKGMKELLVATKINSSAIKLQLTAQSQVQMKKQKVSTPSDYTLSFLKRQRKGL
Integrin act MD – activators of alpha7 integrin expression for muscular dystrophy; alpha7betagal myoblasts, beta-gal FDG fluorescence, 48 h; Potency, µM (titrated, usually from 38.3 µM), for the others: top-dose activation, hits mostly activators; 350,000 compounds, 0.064% hits; AID 624291;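 note: potency is the fitted concentration of half-maximal effect; 100% = response of the positive control SU9516; nearly all actives have a fitted effect of over 60% in size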
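alpha7betagal+/- myoblasts (passage 13, 250/well) treated 48 h at 37C with compounds at 1:260 dilution of DMSO stock. Lysed, then beta-galactosidase activity read as FDG fluorescence (ex 480/em 540) after 30 min, with pre-read for autofluorescence.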
A-T KAP1 phos – candidate therapy for ataxia-telangiectasia | 320,000 compounds, 0.19% hits | Potency, µM (titrated, usually from 57.5 µM), without a hit: at the highest dose activation, most hits filed as activators | […] A-T fibroblasts, KAP-1 phosphorylation AlphaLISA; neocarzinostatin DNA damage 30 min before lysis | AID 485349; note: potency is the fitted concentration of half-maximal effect; % of control where 0% means no effect; nearly all actives have a fitted effect of over 45% in size
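hTERT-immortalized A-T patient fibroblasts ([…]), 500 cells/well in OPTI-MEM, 1% FBS, got compounds for 60 min, then NCS for 30 min at 37C. Lysates were then assayed for phospho-KAP-1 by AlphaLISA (anti-pKAP1 donor, anti-KAP1 acceptor beads), 6 hr at 25C.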
Mito fusion yeast – blocks mitochondrial division or promotes mitochondrial fusion; 320,000 compounds, 0.23% hits; S. cerevisiae fusion-defective mutant growth rescue, CellTiterGlo 48 h; Potency, µM (titrated, usually from 46.1 µM), inactives show at the highest dose growth rescue (activation), usual class: activators;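 note: potency is the fitted concentration of half-maximal effect; % of control where 0% means no effect; nearly all actives have a fitted effect of over 45% in size; temperature-sensitive fusion mutants such as fzo1-1 at 37 °C on non-fermentable ethanol glycerol medium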
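Yeast fusion mutant, YPEG (non-fermentable carbon), compound, 48 h at 37C non-permissive; CellTiterGlo added, 10 min RT, luminescence read. Rescued growth = division inhibition.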
TSHR antag – antagonists of human thyroid stimulating hormone receptor | P16473 | TSHR-expressing cells, TSH-stimulated cAMP HTRF, 2 h; hits give low values | activity change, negative = inhibition, % at 11.5 µM | 330,000 compounds, 0.2% hits | AID 504810;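 active = activity change below a set negative limit, meaning inhibition stronger than a set level, cut at about -70% in these data; inconclusive = activity change between two set negative limits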; note: % is set by controls: 0 for no effect and ±100 for the full control effect
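Cell-based HTRF cAMP assay; TSHR cells + compound, TSH EC80 (4nM final), 2 h, 37 deg C. Lysis with anti-cAMP cryptate and cAMP-d2, 30 min RT, read 665/620 nm.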
TSG101-PTAP inh – blocks PTAP/TSG101 interaction to inhibit HIV-1 budding. Q99816. Fluorescence polarization, FITC-PTAP peptide / Tsg101 binding. Potency, µM (highest dose often 115 µM), inactives show top-dose activity change, negative = inhibition, actives largely listed as inhibitors. 340,000 tested, under 10 active. AID 493005; active = well fitted inhibition curve with a large enough effect in the main read-out, with a control signal flat, not every such curve was filed as active; inconclusive = small, poorly fitted or top-dose-only effect, or effect the other way, or a change in a side signal; inactive = no such curve, though single readings can be large or run the other way; note: potency is the fitted concentration of half-maximal effect; % of control where 0% means no effect
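FP read-out: FITC-PTAP peptide, 50 nM final, binding Tsg101 binding domain, 10 uM final; 20 min, r.t.; 10 mM HEPES pH 7.5, 0.15 M NaCl, 0.01% Tween 20, 3 mM EDTA, 0.1 mM TCEP.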
Starred values were filed as active, the others as inactive; i = inactive; u = inconclusive; x = not tested or not shown; [ ] = dose if it differs, or a comment. Unless noted, calls come from the whole dose curve; as a rule, active = well fitted curve in the direction sought with a large enough effect; inconclusive = small, poorly fitted or top-dose-only effect, or another doubt; inactive = no such curve, though single readings can be large; an effect the other way counts as inactive or inconclusive. These rows are one share of the data; the hit share may differ from the screen's.

SMILES | MBNL1-CUG inh | CXXC DNA block | TCR act | S-ASM inh | Menin MLL FP TR | Integrin act MD | A-T KAP1 phos | Mito fusion yeast | TSHR antag | TSG101-PTAP inh
COCCCNC(=O)c1c(N)n(-c2cccc(S(N)(=O)=O)c2)c2nc3ccccc3nc12 | u | 11% | -3% | i | -14% | 3% | 15% | -14% | -1 | 46%[activator]
COC(=O)[C@H](Cc1ccccc1)NC(=O)Nc1ccc(S(N)(=O)=O)cc1 | -5% | -2% | 1% | -1% | -6% | -6% | 1% | -1% | -9 | -11%
CCCCOCCCN1CC(=O)N2C(C)c3[nH]c4ccccc4c3C[C@H]2C1=O (some centres not stated) | -2% | 6% | 0% | -1% | 9% | 2% | -13% | -12% | -2 | -8%
Cc1ccc(C(C[N+](=O)[O-])Sc2ccc(N)cc2)cc1 (configuration not stated) | -11% | 17% | -6% | -3% | x | -69%[inhibitor] | u | -7% | 21 | -3%
CC(Sc1nnnn1C)C(=O)Nc1ccccc1 (configuration not stated) | -3% | -3% | 16% | 1% | 1% | 2% | 0% | 5% | 4 | 1%
COc1ccc(/C=C(\NC(=O)c2ccccc2)C(=O)NCCN2CCOCC2)cc1OC | 3% | 37%[activator] | 5% | 8% | -12% | 3% | -6% | 1% | 17 | -1%
O=c1n(CC2CO2)c(=O)n(CC2CO2)c(=O)n1CC1CO1 (configuration not stated) | x | 12% | -3% | 0% | -10% | -49%[inhibitor] | x | x | x | -1%
Cc1ccc(C(=O)N2N=C(c3ccc(NS(C)(=O)=O)cc3)CC2c2cccs2)cc1 (configuration not stated) | 14% | 17% | -7% | -11% | u | 18% | 7% | 21% | -9 | -5%
CC(C)(CN1CCN(C(c2ccccc2)c2ccccc2)CC1)NS(=O)(=O)c1ccccc1 | 0% | -12% | 2% | 0% | x | -55%[inhibitor] | -3% | 1% | -7 | -1%
Cc1cccnc1NC(=O)CNC(=O)c1cccs1 | x | x | 1% | 1% | x | 10% | 0% | 2% | -6 | -1%
CC(C)Oc1ccc2ccccc2c1C=O | u | -9% | 1% | 1% | 21% | 19% | -1% | -2% | 27 | -3%
CCN(C(=O)COC(=O)c1cc(S(=O)(=O)N(C)C)ccc1Cl)C1CCS(=O)(=O)C1 (configuration not stated) | x | x | -2% | 3% | x | 10% | 9% | -2% | -2 | 2%
CC(C)c1ccc(C=NNc2ccc([N+](=O)[O-])cn2)cc1 | x | x | 5% | -2% | x | u | x | x | x | -5%
Cc1ccccc1-n1nnnc1SC(C)C(=O)NC1CCCc2ccccc21 (configuration not stated) | -16% | -4% | 0%[46.1 µM] | 0% | -10% | -8% | 7% | 14% | -3 | 0%
O=C1CCC(C(=O)N2CCc3c(Cl)cccc3C2)CN1CCCN1CCOCC1 (configuration not stated) | 4% | -12% | -3% | 2% | x | -15% | -4% | -2% | 0 | x
O=C(c1ccccc1)N1CCN(CC2CC=CCC2)CC1 (configuration not stated) | 8% | -6% | 9% | 0% | -28% | 2% | -12% | 2% | -1 | -7%
N#Cc1c(-c2ccco2)cc(-c2ccc(F)cc2)nc1N | 20% | 0% | 0% | i | u | -59%[inhibitor] | 8% | 10% | 3 | 3%
O=c1[nH]c(C2CC2)nc2sc3c(c12)CCCC3 | 2% | 2% | 1% | 1% | -3% | 19% | -8% | u | -4 | -3%
CCOc1ccc(NC(=O)Nc2cc(C(C)C)ccc2C)cc1 | -3% | -4% | x | x | 34%[activator] | x | -5% | -1% | -18 | x
CCOc1ccc(/C=C/C(=O)OCC(=O)Nc2cccc(S(=O)(=O)N3CCCC3)c2)cc1 | x | x | 2% | -17% | x | 4% | 0% | -3% | -41 | -15%
Cc1ccc(NC(=O)c2ccccc2NS(=O)(=O)c2ccc(F)cc2)cc1S(=O)(=O)N1CCCCC1 | 15% | 5% | -2%[46.1 µM] | 17% | u | -23% | -2% | -13% | -43 | -1%
O=C(NC12CC3CC(CC(C3)C1)C2)N1CCN(c2nc(-c3ccccc3)cs2)CC1 | -1% | 11% | 1% | -4% | 7% | -12% | 7% | 4% | -25 | -2%
O=C(NCC1CCCO1)c1ccc(COc2ccc(Br)cc2)cc1 (configuration not stated) | -13%[11.5 µM] | 11% | 0%[46.1 µM] | -1% | -5% | -19% | 0% | 3% | -2 | 0%
COCCCNC(=O)/C(C#N)=C/c1c(N2CCN(c3ccccc3)CC2)nc2ccccn2c1=O | u | 12% | -2% | i | -11% | 3% | -31% | u | 1 | 0%
COc1cc(/C=C2\SC(=S)N(CCC(=O)Nc3ccccc3O)C2=O)cc(OC)c1OC | -9% | -6% | 7% | u | u | -9% | -3% | -1% | -16 | 1%
Cc1nnc(NC(=O)C(C)Sc2nnc(-c3ccco3)n2C(C)C)s1 (configuration not stated) | 1% | -2% | -3% | -1% | -10% | 13% | -2% | 3% | 15 | -3%
CCOc1ccccc1NC(=O)COC(=O)c1cc(C(=O)OC)cc([N+](=O)[O-])c1 | x | u | 5%[46.1 µM] | -1% | 0% | u | 0% | 1% | 11 | -1%
O=C(Nc1cccc(-c2ccc(F)cc2)c1)C1CCCN(Cc2cccnc2)C1 (configuration not stated) | -2% | -4% | x | 0% | 3% | 2% | 1% | -5% | -8 | 0%
COc1ccc(CNC(=O)CSc2nc3ccc(N)cc3s2)cc1 | 5% | 9% | -8%[46.1 µM] | -2% | 7% | 0% | -5% | -11% | 2 | 0%
CCOc1ccc2nc(SCc3ccccc3C#N)sc2c1 | 5% | -9% | -5% | -2% | 43%[activator] | -8% | 11% | -1% | -15 | -2%
O=C(Nc1ccnc(-c2ccncc2)n1)C1CC1 | -13% | -22% | -21% | -1% | -4% | 8% | -1% | -1% | -2 | -2%
CCc1cc2c(=O)c(-c3nc(C)cs3)coc2cc1OC(C)C(=O)NCCO (configuration not stated) | 11% | -4% | 17%[46.1 µM] | -2% | -8% | -6% | 12% | 2% | -20 | -1%
Cn1c(CNc2ccc(Cl)cc2)nc2ccccc21 | -3% | 6% | -50% | 2% | -11% | 7% | -5% | 4% | -12 | -3%
CCOC(=O)c1c(-c2ccccc2)oc2ccc(OCC(=O)O)cc12 | -4% | -12% | -4% | 15% | x | -16% | 3% | 3% | -8 | 0%
O=C(Nc1ccc(Cl)cc1)Nc1nnc(SCc2ccc(Cl)cc2)s1 | -9% | 21% | -6%[46.1 µM] | 3% | 0% | -5% | 1% | -5% | 3 | 0%
O=C(Nc1ccc(N2CCOCC2)c(S(=O)(=O)Nc2ccc(Cl)cc2)c1)c1ccc(=O)[nH]n1 | x | x | 1% | -24% | x | -26% | -8% | x | x | -13%
CCC1(C)Cc2ccccc2/C(=C/C(=O)N2CCCCC2)N1 (configuration not stated) | 4% | 0% | 3% | 5% | u | -18% | 2% | 9% | -4 | -4%
COc1ccc(-c2[nH]ncc2CN2CCC(OCc3cccnc3)CC2)c(F)c1 | -23% | -9% | -3% | 3% | -1% | 12% | 1% | 4% | 1 | -6%
CN(c1ccc(C(=O)N2CCOCC2)cc1)S(=O)(=O)c1ccc(Cl)cc1 | -5% | -1% | 3% | 1% | x | -1% | 17% | -4% | 17 | -3%
CCn1c(=NC(=O)CS(=O)(=O)c2ccc(C)cc2)sc2cccc(OC)c21 | x | x | 3% | 0% | x | -38% | 11% | 13% | -16 | 0%
O=C(NNc1ccccc1)Nc1ccccc1F | 2% | 4% | -5% | 7% | -24% | 14% | -2% | 0% | -2 | 0%
CC(C)CC(=O)Nc1sc2c(c1C#N)CC(C)(C)NC2(C)C | -25% | 4% | 3% | 4% | -17% | 14% | 19% | -1% | 58 | -4%
COc1ccc(CS(=O)/C(Cl)=C(/Cl)C(=O)Nc2ccc(OC)nc2)cc1 (configuration not stated) | x | 4% | 3% | -3% | 10% | -72%[inhibitor] | -6% | 1% | -43 | -3%
CC(C)(C)c1ccc(OCCNCc2ccccc2)cc1 | -4% | 32%[activator] | 10% | -1% | -16% | -66%[inhibitor] | 3% | -26% | -3 | 1%
O=C(CC1OC(=O)c2ccccc21)NNC(=O)c1ccc(F)cc1 (configuration not stated) | x | x | x | 7% | x | 23% | -1% | -3% | -4 | 0%
